D1 PAM – enhances dopamine response at the human D1 receptor. P21728. HEK293 TREx D1 cells, calcium flux, dopamine EC20 potentiation. potentiation, % at 10 µM. hit rate 0.036% among 360,000. AID 504651; in the data active means potentiation above about 30%; further: 0% is about no effect
Target sequence (P21728 whole entry, looked up): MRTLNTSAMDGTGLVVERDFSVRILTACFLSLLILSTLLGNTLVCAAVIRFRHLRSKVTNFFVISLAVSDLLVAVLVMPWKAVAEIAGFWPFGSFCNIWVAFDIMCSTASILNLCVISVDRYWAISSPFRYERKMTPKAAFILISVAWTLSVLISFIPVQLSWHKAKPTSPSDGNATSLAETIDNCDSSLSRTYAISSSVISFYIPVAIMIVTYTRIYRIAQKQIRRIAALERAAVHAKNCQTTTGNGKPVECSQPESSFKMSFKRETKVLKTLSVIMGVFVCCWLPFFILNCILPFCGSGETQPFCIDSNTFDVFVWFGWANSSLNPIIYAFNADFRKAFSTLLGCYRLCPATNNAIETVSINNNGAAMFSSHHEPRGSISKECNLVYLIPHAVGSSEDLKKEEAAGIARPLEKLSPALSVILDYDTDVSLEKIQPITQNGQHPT
D2 PAM – D2 dopamine receptor (human) potentiation; HEK293 T-REx D2, calcium flux, EC20 dopamine potentiation; potentiation, % at 10 µM; hit rate 0.34% among 340,000; AID 485347;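 active means potentiation over 3 SD above the plate norm, cut at about 30% in these data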; further: 0% is about no effect
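Primary screen. Calcium kinetics in induced HEK293 T-REx D2 cells: compound pre-addition 180 s, EC20 dopamine, 180 s more.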
RXFP1 ag – RXFP1 (human) receptor agonism. Q9HBX9. HEK293T-RXFP1 cAMP TR-FRET, 30 min; response scale: percent of porcine relaxin response, buffer zero. Potency, µM (highest dose often 57.5 µM), for inactives: top-dose activation, usual class: activators. hit rate 0.3% among 370,000. AID 2676; active means well fitted activation curve with a large enough effect; further: potency means the concentration at half of the fitted maximal effect; on the % scale 0 is the no-effect control and ±100 the full control effect; nearly all actives have a fitted effect of over 60% in size; many of its hits are not listed in these tables
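HEK293T cells stably expressing RXFP1 were pretreated with the PDE4 inhibitor Ro 20174, exposed to compounds for 30 min at 37C, lysed, and cAMP was read by TR-FRET. Data normalized to buffer (basal) and 29 nM porcine relaxin (100%).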
D1 antagonist – blocks dopamine activation of the human D1 receptor; activity change, negative = inhibition, % at 10 µM; HEK293 TREx D1 cells, calcium flux, dopamine EC80; active compounds read low; AID 504652; hit rate 3.2% among 360,000; P21728; in the data active means activity change below about -30%; further: on the % scale 0 is the no-effect control and ±100 the full control effect
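Antagonism measured as reduced calcium response to an EC80 dopamine addition following 180 s compound pre-read; cells were inducible HEK293 Trex D1 plated overnight at 30 C, read kinetically at 1 cycle/sec.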
D1 agonist – agonists of human D1 dopamine receptor. HEK293 T-REx D1 cells, calcium flux, agonist mode. activation, % at 2 µM. hit rate 1% among 360,000. AID 504660; in the data active means activation above about 30%; further: 0% is about no effect
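Inducible HEK293 T-REx D1 cells, force-coupled to calcium signalling, were plated at 4000 cells/well with tetracycline and held overnight at 30 C. After no-wash calcium dye loading, compound-evoked calcium rise over 180 s flagged agonists.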
RXFP1 antag – RXFP1 (human) relaxin receptor antagonism | HEK293-RXFP1, relaxin-stimulated cAMP HTRF, 30 min; active compounds read low | activity change, negative = inhibition, % at 57.5 µM | hit rate 0.59% among 350,000;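 active means activity change of -60% or lower, but not beyond a set lower limit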; further: on the % scale 0 is the no-effect control and ±100 the full control effect
TRHR enhancer – allosteric enhancers of human TRH receptor. enhancement, % at 2 µM. hit rate 0.66% among 360,000. P34981. TRHR cells, fluo-8 calcium fluorescence, EC20 TRH enhancement; in the data active means enhancement above about 30%; further: 0% is about no effect
Target sequence (P34981 whole entry, looked up): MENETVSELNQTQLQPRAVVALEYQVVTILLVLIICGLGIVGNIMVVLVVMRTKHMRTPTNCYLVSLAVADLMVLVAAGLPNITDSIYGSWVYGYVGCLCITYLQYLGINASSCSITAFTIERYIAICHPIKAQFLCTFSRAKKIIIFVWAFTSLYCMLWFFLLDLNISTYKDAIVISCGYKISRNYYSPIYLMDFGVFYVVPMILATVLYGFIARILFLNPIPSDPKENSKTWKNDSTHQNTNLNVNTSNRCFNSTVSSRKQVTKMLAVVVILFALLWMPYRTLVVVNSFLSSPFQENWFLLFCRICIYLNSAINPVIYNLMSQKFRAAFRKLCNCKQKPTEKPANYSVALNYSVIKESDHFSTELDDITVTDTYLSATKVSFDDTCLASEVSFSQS
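TRHR-expressing cells loaded with fluo-8 calcium dye were read kinetically (ex 480/em 530) during compound addition, then stimulated with an EC20 of TRH (10 nM final). Enhancement of the Gq-mediated intracellular calcium response was scored.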
D2 ag – D2 dopamine receptor (human) agonism; P14416; hit rate 0.53% among 340,000; HEK293 T-REx D2 cells, calcium flux agonist mode; activation, % at 2 µM;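 active means activation over 3 SD above normal in the single-dose calcium agonist read, cut at about 30% in these data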; further: 0% is about no effect
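Tetracycline-induced HEK293 Trex cells with D2 receptor force-coupled to calcium signaling, plated overnight at 30 C and loaded with no-wash calcium dye. Calcium flux read kinetically for 180 s after compound addition; responses flag agonists.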
D2 antag – D2 dopamine receptor (human) antagonism; inhibition, % at 10 µM; P14416; hit rate 2% among 340,000; HEK293 TREx D2 cells, calcium flux, dopamine EC80; AID 485344; in the data active means inhibition above about 30%; further: 0% is about no effect
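Cells plated overnight at 30 C with tetracycline; no-wash calcium dye, 30–90 min RT; 10 s baseline; compound pinned; 180 s read; EC80 dopamine added; another 180 s read.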
Active calls of the source: *. A portion of the library; rates above refer to the full screens.

How did CC(C)(C)c1ccc(NC(=O)c2ccc(=O)[nH]n2)cc1 do in these assays?
D1 PAM: -4.3; D2 PAM: -13.2; RXFP1 ag: 2.1%; D1 antagonist: 4.3; D1 agonist: 0.8; RXFP1 antag: -3.1; TRHR enhancer: 1.8; D2 ag: -0.5; D2 antag: -0.8

Results for CN(c1ccccc1)S(=O)(=O)c1cccc(NC(=O)CSc2nnc(N)s2)c1 ?
D1 PAM: -6.5; D2 PAM: 3.2; RXFP1 ag: 4.6%; D1 antagonist: -14.0; D1 agonist: 22.8; RXFP1 antag: -2.8; TRHR enhancer: 17.6; D2 ag: -1.8; D2 antag: 1.5

How did Cc1cc(C)c(S(=O)(=O)N2CCC(N3CCN(Cc4ccccc4)C(=O)C3=O)CC2)c(C)c1 do in these assays?
D1 PAM: -3.8; D2 PAM: 0.6; RXFP1 ag: -2.4%; D1 antagonist: 10.0; D1 agonist: 1.2; RXFP1 antag: -7.3; TRHR enhancer: -2.8; D2 ag: -0.3

Results for O=C(Nc1cccc(S(=O)(=O)N2CCOCC2)c1)c1cc([N+](=O)[O-])ccc1N1CCOCC1 ?
D1 PAM: 0.2; D2 PAM: -8.5; RXFP1 ag: 16.5%; D1 antagonist: -14.3; D1 agonist: 0.0; RXFP1 antag: 1.6; TRHR enhancer: -6.5; D2 ag: -0.2; D2 antag: 3.9

Results for CC(=O)c1ccc(S(=O)(=O)NC2CC2)cc1 ?
D1 PAM: -5.3; D2 PAM: 0.6; RXFP1 ag: 1.4%; D1 antagonist: 4.5; D1 agonist: 3.2; RXFP1 antag: -5.7; TRHR enhancer: -3.0; D2 ag: -0.5; D2 antag: 0.9

Results for CCOc1ccc(NC(=O)CC2C(=O)N(c3ccc(C)cc3)C(=O)N2C2CCCCC2)cc1 (configuration not stated) ?
D1 PAM: 0.4; D2 PAM: 3.6; RXFP1 ag: 15.8%; D1 antagonist: 2.2; D1 agonist: -0.8; TRHR enhancer: -0.2; D2 ag: 1.2

How did O=C(c1cc2cc(Br)cc(Br)c2oc1=O)N1CCCc2ccccc21 do in these assays?
D2 PAM: 3.6; RXFP1 ag: -0.7%; D1 antagonist: -0.8; D1 agonist: 0.8; TRHR enhancer: 7.4; D2 ag: 1.4; D2 antag: -7.2

How did COc1cc(N=c2ssnc2Cl)cc(OC)c1 do in these assays?
D1 PAM: 3.0; D2 PAM: 34.8*; RXFP1 ag: 1.2%; D1 antagonist: -3.5; D1 agonist: 4.5; RXFP1 antag: -9.7; TRHR enhancer: 1.5; D2 ag: -2.4; D2 antag: 9.7

What do the screens show for `O=C(N/N=C/c1sc(N2CCOCC2)nc1-c1ccccc1)c1cccc(S(=O)(=O)N2CCCC2)c1`?
D1 PAM: 0.2; D2 PAM: -1.6; RXFP1 ag: 4.6%; D1 antagonist: -16.6; D1 agonist: 15.8; RXFP1 antag: -2.5; TRHR enhancer: 0.5; D2 ag: 4.2; D2 antag: -7.3

Results for COc1ccc(Cn2ccnc2CO)cc1[N+](=O)[O-] ?
D1 PAM: -2.3; RXFP1 ag: -2.7%; D1 antagonist: -0.1; D1 agonist: 4.9; RXFP1 antag: 14.2; TRHR enhancer: -6.3

How did COc1cccc(N2CCN(C(=O)C3CCN(S(=O)(=O)c4c(C)noc4/C=C/c4ccccc4F)CC3)CC2)c1 do in these assays?
D1 PAM: -1.1; D2 PAM: -6.4; RXFP1 ag: 0.9%; D1 antagonist: 4.5; D1 agonist: 7.1; RXFP1 antag: -3.1; TRHR enhancer: -6.5; D2 ag: -0.7

Results for Fc1ccc(-c2[nH]ncc2CN(CC2CCC2)CC2CCCO2)c(F)c1 (configuration not stated) ?
D1 PAM: -1.7; D2 PAM: -4.5; RXFP1 ag: -0.5%; D1 antagonist: 11.2; D1 agonist: 0.3; RXFP1 antag: -1.2; TRHR enhancer: -2.1; D2 ag: -1.0; D2 antag: 23.8

Results for COc1ccc(S(=O)(=O)N2CCN(c3ccccc3OC)CC2)cc1OC ?
D1 PAM: -5.1; D2 PAM: 6.1; RXFP1 ag: -0.1%; D1 antagonist: 8.4; D1 agonist: 1.7; RXFP1 antag: 8.0; TRHR enhancer: 6.4; D2 ag: 0.1; D2 antag: 8.6

What do the screens show for `COc1ccc(Cl)cc1Nc1nc(-c2sc(NC(=O)CC(C)C)nc2C)cs1`?
D1 PAM: -3.9; D2 PAM: 1.6; RXFP1 ag: 0.7%; D1 antagonist: -5.6; D1 agonist: 3.5; TRHR enhancer: -1.0; D2 ag: 1.1; D2 antag: -6.4

What do the screens show for `Cn1nnc(-c2ccc(OCc3ccccc3F)cc2)n1`?
D1 PAM: -2.0; RXFP1 ag: 1.8%; D1 antagonist: -11.7; D1 agonist: 22.1; RXFP1 antag: -8.5; TRHR enhancer: -7.3; D2 ag: 5.6; D2 antag: 20.2

Three entries out of the list, ordered by formula weight, ascending:
Results for COc1ccc(Cn2ccnc2CO)cc1[N+](=O)[O-] ?
D1 PAM: -2.3; RXFP1 ag: -2.7%; D1 antagonist: -0.1; D1 agonist: 4.9; RXFP1 antag: 14.2; TRHR enhancer: -6.3

How did O=C(c1cc2cc(Br)cc(Br)c2oc1=O)N1CCCc2ccccc21 do in these assays?
D2 PAM: 3.6; RXFP1 ag: -0.7%; D1 antagonist: -0.8; D1 agonist: 0.8; TRHR enhancer: 7.4; D2 ag: 1.4; D2 antag: -7.2

Results for O=C(Nc1cccc(S(=O)(=O)N2CCOCC2)c1)c1cc([N+](=O)[O-])ccc1N1CCOCC1 ?
D1 PAM: 0.2; D2 PAM: -8.5; RXFP1 ag: 16.5%; D1 antagonist: -14.3; D1 agonist: 0.0; RXFP1 antag: 1.6; TRHR enhancer: -6.5; D2 ag: -0.2; D2 antag: 3.9

Following part
How did CCOC(=O)C1(CC2CCCCO2)CCN(S(=O)(=O)c2ccccc2)CC1 (configuration not stated) do in these assays?
D1 PAM: -7.6; D2 PAM: -2.1; RXFP1 ag: -0.6%; D1 antagonist: 4.7; D1 agonist: 0.7; RXFP1 antag: 3.0; TRHR enhancer: -4.4; D2 ag: 1.4; D2 antag: -0.2

What do the screens show for `O=C(O)CCCC(=O)N1CCC(C(O)(c2ccccc2)c2ccccc2)CC1`?
D1 PAM: -3.1; D2 PAM: -5.4; RXFP1 ag: -0.2%; D1 antagonist: 2.4; D1 agonist: 1.4; RXFP1 antag: 8.8; TRHR enhancer: -4.4; D2 ag: 1.3; D2 antag: -8.3

How did O=C(CN1CCN(c2ccccn2)CC1)NC1CCCC1 do in these assays?
D1 PAM: 12.4; D2 PAM: -9.2; RXFP1 ag: 0.0%; D1 antagonist: -1.4; D1 agonist: 1.6; RXFP1 antag: 2.2; TRHR enhancer: 8.1; D2 ag: 24.2; D2 antag: 8.7

How did CCN(CC)S(=O)(=O)c1ccc(N=NC2=C(O)CCCC2=O)cc1 do in these assays?
D1 PAM: 1.9; D2 PAM: 0.1; RXFP1 ag: 4.4%; D1 antagonist: -11.8; D1 agonist: 1.3; RXFP1 antag: 10.2; TRHR enhancer: 0.3; D2 ag: 0.4; D2 antag: -2.6

What do the screens show for `CCN(CC)S(=O)(=O)c1cc([N+](=O)[O-])ccc1NNC(=O)Nc1ccc(Cl)c(Cl)c1`?
D1 PAM: -11.6; D2 PAM: 2.4; RXFP1 ag: -0.3%; D1 antagonist: -26.8; D1 agonist: 8.5; RXFP1 antag: -7.7; TRHR enhancer: -8.9; D2 ag: -0.6; D2 antag: -16.6

Results for COc1cccc(NC(=O)[C@@H](NC(=O)N2CCn3c2nc2ccccc23)C(C)C)c1 ?
D1 PAM: -1.1; D2 PAM: 0.2; RXFP1 ag: -1.4%; D1 antagonist: -0.2; D1 agonist: 1.5; RXFP1 antag: -3.2; TRHR enhancer: 0.2; D2 ag: 0.3; D2 antag: -11.9

What do the screens show for `COc1ccc(NC2=NC3(CCCCC3)N=C(N)N2)cc1`?
D1 PAM: -9.6; D2 PAM: 17.5; RXFP1 ag: 2.5%; D1 antagonist: -87.3*; D1 agonist: 3.5; RXFP1 antag: 3.5; TRHR enhancer: 0.8; D2 ag: -0.4; D2 antag: -22.1

How did Cc1nn(CCCC(=O)O)c(C)c1[N+](=O)[O-] do in these assays?
D1 PAM: -0.3; D2 PAM: -2.3; RXFP1 ag: 0.9%; D1 antagonist: 1.1; D1 agonist: 2.2; RXFP1 antag: -9.4; TRHR enhancer: 11.5; D2 ag: 0.0; D2 antag: 7.7

Results for Cc1ccc(CCNC(=O)c2ccc(CNS(=O)(=O)c3ccccc3)cc2)cc1 ?
D1 PAM: 1.9; D2 PAM: 14.0; RXFP1 ag: -4.0%; D1 antagonist: 12.5; D1 agonist: 8.1; TRHR enhancer: 3.6; D2 ag: 0.4

What do the screens show for `Cc1[nH]n(-c2ccccc2)c(=O)c1CCO`?
D1 PAM: 3.8; D2 PAM: -2.6; RXFP1 ag: -0.3%; D1 antagonist: -13.6; D1 agonist: 0.9; RXFP1 antag: 14.1; TRHR enhancer: -3.3; D2 ag: 0.8; D2 antag: -3.2

How did CCN(CC)C(=O)COc1ccc2oc(C)c(C(=O)OC)c2c1 do in these assays?
D1 PAM: 5.8; D2 PAM: 5.4; RXFP1 ag: -0.1%; D1 antagonist: 2.6; D1 agonist: 0.4; RXFP1 antag: -3.3; TRHR enhancer: 0.0; D2 ag: 0.3; D2 antag: 0.8

How did COc1ccc(/C=N/NC2=NS(=O)(=O)c3ccccc32)cc1 do in these assays?
D1 PAM: 7.5; D2 PAM: 12.5; RXFP1 ag: 2.7%; D1 antagonist: 10.8; D1 agonist: 1.0; RXFP1 antag: 1.3; TRHR enhancer: 5.1; D2 ag: 0.1; D2 antag: -5.3

What do the screens show for `COc1ccc(OCc2cc(C(=O)N3CCN(C4CCCC4)CC3)no2)c(Cl)c1`?
D1 PAM: -6.6; D2 PAM: -13.5; RXFP1 ag: -1.3%; D1 antagonist: -3.7; D1 agonist: 5.4; RXFP1 antag: -15.5; TRHR enhancer: 5.7; D2 ag: 0.1; D2 antag: -1.2

What do the screens show for `CCCCOc1c(Cl)cc(C(=O)N(C)CC(=O)Nc2ccc(N3CCOCC3)cc2)cc1OCC`?
D1 PAM: -1.9; D2 PAM: 10.0; RXFP1 ag: -0.8%; D1 antagonist: -20.3; D1 agonist: 2.1; RXFP1 antag: -4.9; TRHR enhancer: 14.1; D2 ag: 1.0; D2 antag: -2.0

Results for COc1ccc(N2CCN(C(=O)c3sc4ncn(CC(=O)N5CCCCC5C)c(=O)c4c3C)CC2)cc1 (configuration not stated) ?
D1 PAM: 1.0; D2 PAM: 0.6; RXFP1 ag: 4.1%; D1 antagonist: 5.4; D1 agonist: 1.9; RXFP1 antag: 2.7; TRHR enhancer: 4.7; D2 ag: -1.4; D2 antag: -8.1

Results for O=C(CSc1nnc(-c2ccc(Br)cc2)o1)N1CCN(C(=O)c2ccco2)CC1 ?
D1 PAM: -1.6; D2 PAM: -0.1; RXFP1 ag: 1.6%; D1 antagonist: -4.5; D1 agonist: 4.2; RXFP1 antag: -2.9; TRHR enhancer: 2.4; D2 ag: -0.2; D2 antag: -0.7

From PubChem BioAssay
